TDP1 cell CPT: growth inhibition of DT40 Tdp1-/-;hTDP1 cells with camptothecin (screen for TDP1 inhibitors); 420,000 tested, 12% active; Potency, µM (highest dose often 46.2 µM), for the others: at the top dose activity change, negative = growth inhibition, usual class: inhibitors; chicken DT40 Tdp1-/-;hTDP1 cells + 20 nM CPT, ATP luminescence, 48 h; also: nearly all actives have a fitted effect of over 55% in size
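Chicken DT40 Tdp1-/- cells complemented with human TDP1, 400 cells/well, exposed to compounds plus 20 nM camptothecin for at least 48 h at 37 C; viability read as ATP content by CellTiter-Glo luminescence.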
TDP1 cell noCPT: qHTS for Inhibitors of human tyrosyl-DNA phosphodiesterase 1 (TDP1): qHTS in cells in absence of CPT. DT40 Tdp1-/- hTDP1 cells, no CPT, ATP luminescence, 48 h. Potency, µM (highest dose often 46.2 µM), without a hit: at the highest dose activity change, negative = growth inhibition, usual class: inhibitors. 420,000 tested, 15% active; also: nearly all actives have a fitted effect of over 55% in size
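Growth of hTDP1-complemented DT40 Tdp1-knockout cells is measured by ATP luminescence after at least 48 hr compound exposure at 37 °C, with DMSO substituting for the 20 nM CPT used in the parallel screen.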
KAT2A inh: GCN5L2 (KAT2A) acetyltransferase inhibition | Q92830 | GCN5L2 HAT assay, ThioGlo1 CoA-SH fluorescence | Potency, µM (series often up to 58.9 µM), for inactives: at the top dose activity change, negative = inhibition, usual class: inhibitors | 390,000 tested, 0.21% active | AID 504327
Target sequence (Q92830 whole entry, looked up): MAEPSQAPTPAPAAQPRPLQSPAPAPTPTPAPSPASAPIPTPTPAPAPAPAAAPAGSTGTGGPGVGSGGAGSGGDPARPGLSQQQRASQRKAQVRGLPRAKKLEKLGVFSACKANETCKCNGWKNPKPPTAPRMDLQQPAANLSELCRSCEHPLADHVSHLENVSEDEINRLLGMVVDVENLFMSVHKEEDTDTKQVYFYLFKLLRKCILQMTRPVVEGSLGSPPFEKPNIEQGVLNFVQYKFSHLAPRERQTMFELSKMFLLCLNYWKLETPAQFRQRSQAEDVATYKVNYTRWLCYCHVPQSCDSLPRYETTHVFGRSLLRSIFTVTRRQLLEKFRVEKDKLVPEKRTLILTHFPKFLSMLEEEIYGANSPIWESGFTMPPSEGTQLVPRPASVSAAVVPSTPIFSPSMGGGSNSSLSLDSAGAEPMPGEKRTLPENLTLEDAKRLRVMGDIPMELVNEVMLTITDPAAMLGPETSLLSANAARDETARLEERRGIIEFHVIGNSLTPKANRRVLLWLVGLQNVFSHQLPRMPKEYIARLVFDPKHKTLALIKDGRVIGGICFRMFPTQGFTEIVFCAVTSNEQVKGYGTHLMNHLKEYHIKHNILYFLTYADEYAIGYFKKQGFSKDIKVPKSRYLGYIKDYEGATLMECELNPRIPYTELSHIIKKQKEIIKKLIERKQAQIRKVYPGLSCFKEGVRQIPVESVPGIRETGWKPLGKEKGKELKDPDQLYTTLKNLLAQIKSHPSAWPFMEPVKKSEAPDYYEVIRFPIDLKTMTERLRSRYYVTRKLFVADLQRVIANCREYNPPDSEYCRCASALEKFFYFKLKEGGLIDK
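Preincubate 20nM GCN5L2 with compound 15 min, RT → add 50uM ThioGlo1 + 75uM H3(1-25) + 70uM acetyl-CoA → read fluorescence 0 and 20 min. Primary qHTS; fluorescent artifacts likely.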
* marks the source's active call; other numbers are inactive results. Calls follow the shape of the dose curve; as a rule, active = well fitted curve in the direction sought with a large enough effect; inconclusive = small, poorly fitted or top-dose-only effect, or another doubt; inactive = no such curve, though single readings can be large; an effect the other way counts as inactive or inconclusive. % is scaled to controls: 0 for no effect and ±100 for the full control effect; potency is read from the fitted curve at half-maximal effect. A portion of the library; rates above refer to the full screens.

Results for O=C(Cc1ccsc1)N1CCc2c([nH]c3ccccc23)C1c1ccccn1 (centres undefined) ?
TDP1 cell CPT: -20.4%; TDP1 cell noCPT: -14.0%; KAT2A inh: -5.5%

Results for C/C(=N\NC(=O)CSc1nc(C)cc(C)n1)c1ccc([N+](=O)[O-])cc1 ?
TDP1 cell CPT: -18.1%; TDP1 cell noCPT: inconclusive; KAT2A inh: -5.9%

Results for Cc1ccc(S(=O)(=O)N2CCCCC2)cc1NCC(=O)Nc1ccc(Br)cc1F ?
TDP1 cell CPT: 4.61µM*; TDP1 cell noCPT: 3.66µM*

Results for Cc1cc2c(cc1S(=O)(=O)C(C)CC(=O)NC1CCC(C)CC1)OCC(=O)N2 (centres undefined) ?
TDP1 cell CPT: 5.1%; TDP1 cell noCPT: -0.5%; KAT2A inh: -7.9%

How did COc1ccc(OC)c(N=C(C)C2=C(O)COC2=O)c1 do in these assays?
TDP1 cell CPT: inconclusive; TDP1 cell noCPT: inconclusive; KAT2A inh: -0.9%

How did CCCOc1ccccc1/C=C1/C(=O)ON=C1C do in these assays?
TDP1 cell CPT: inconclusive; TDP1 cell noCPT: inconclusive; KAT2A inh: 3.7%

Results for CCOC(=O)C1CCN(C(=O)CN(c2ccc(OC)c(OC)c2)S(=O)(=O)c2ccccc2)CC1 ?
TDP1 cell CPT: -11.9%; TDP1 cell noCPT: -27.9%; KAT2A inh: 1.1%

What do the screens show for `CCNC(=O)Cn1cc(C(F)(F)F)cc(Cl)c1=O`?
TDP1 cell CPT: -21.0%; TDP1 cell noCPT: 11.7%; KAT2A inh: 5.5%

What do the screens show for `COc1ccccc1N1CCN(C(CNC(=O)C(=O)NCCc2ccccc2)c2cccnc2)CC1` (centres undefined)?
TDP1 cell CPT: 10.3µM*; TDP1 cell noCPT: 8.2µM*; KAT2A inh: 0.9%

Results for O=C(COc1ccc(S(=O)(=O)NC2CCCCC2)cc1)N1CCN(c2cccc(Cl)c2)CC1 ?
TDP1 cell CPT: inconclusive; TDP1 cell noCPT: 16.4µM*; KAT2A inh: -6.5%

How did CC(C)CNC(=S)NC1CC2CCCC(C1)N2Cc1ccco1 (centres undefined) do in these assays?
TDP1 cell CPT: -3.4%; TDP1 cell noCPT: -7.3%; KAT2A inh: -12.9%

How did C[C@@H](CO)NC(=O)[C@H]1O[C@@H](n2cnc3c(N)ncnc32)[C@H](O)[C@@H]1O do in these assays?
TDP1 cell CPT: -0.9%; TDP1 cell noCPT: 1.5%

Results for O=C(CSc1nnnn1-c1ccccc1Cl)Nc1ccc2c(c1)OCCO2 ?
TDP1 cell CPT: 16.4µM*; TDP1 cell noCPT: 20.6µM*; KAT2A inh: -14.6%

How did Cc1cc(S(=O)(=O)NCC2CCCO2)c(C)cc1Br (centres undefined) do in these assays?
TDP1 cell CPT: 8.3%; TDP1 cell noCPT: 15.9%; KAT2A inh: -6.0%

What do the screens show for `Cc1cc(=O)oc2c(C)c3occc3cc12`?
TDP1 cell CPT: 14.3%; TDP1 cell noCPT: -13.2%; KAT2A inh: -0.1%

Results for O=C(O)c1ccc(CSc2nc3ccccc3[nH]2)cc1 ?
TDP1 cell CPT: -1.5%; TDP1 cell noCPT: 0.9%; KAT2A inh: inconclusive

Results for CC(Oc1ccccc1)C(=O)Nc1c2c(nn1-c1ccccc1)CS(=O)C2 (centres undefined) ?
TDP1 cell CPT: 4.7%; TDP1 cell noCPT: 5.1%; KAT2A inh: -5.5%

How did Cc1cccc(N=C2Sc3nc4c(C)c(C)ccc4cc3CN2CCN2CCOCC2)c1 do in these assays?
TDP1 cell CPT: 18.4µM*; TDP1 cell noCPT: 23.1µM*; KAT2A inh: -9.4%

What do the screens show for `CCOC(=O)C1CCN(C(=O)C(C)Sc2ccc(Cl)cc2)CC1` (centres undefined)?
TDP1 cell CPT: inconclusive; TDP1 cell noCPT: 3.8%; KAT2A inh: -8.5%

How did CC(=O)Nc1ccc(C(=O)n2nc(C)cc2C)cc1 do in these assays?
TDP1 cell CPT: -18.4%; TDP1 cell noCPT: -13.9%; KAT2A inh: 1.9%

2 compounds picked at random from the list so far:
Results for Cc1ccc(S(=O)(=O)N2CCCCC2)cc1NCC(=O)Nc1ccc(Br)cc1F ?
TDP1 cell CPT: 4.61µM*; TDP1 cell noCPT: 3.66µM*

What do the screens show for `CCNC(=O)Cn1cc(C(F)(F)F)cc(Cl)c1=O`?
TDP1 cell CPT: -21.0%; TDP1 cell noCPT: 11.7%; KAT2A inh: 5.5%

The main list resumes, repeating the 6 entries before the break.
What do the screens show for `Cc1cc(=O)oc2c(C)c3occc3cc12`?
TDP1 cell CPT: 14.3%; TDP1 cell noCPT: -13.2%; KAT2A inh: -0.1%

Results for O=C(O)c1ccc(CSc2nc3ccccc3[nH]2)cc1 ?
TDP1 cell CPT: -1.5%; TDP1 cell noCPT: 0.9%; KAT2A inh: inconclusive

Results for CC(Oc1ccccc1)C(=O)Nc1c2c(nn1-c1ccccc1)CS(=O)C2 (centres undefined) ?
TDP1 cell CPT: 4.7%; TDP1 cell noCPT: 5.1%; KAT2A inh: -5.5%

How did Cc1cccc(N=C2Sc3nc4c(C)c(C)ccc4cc3CN2CCN2CCOCC2)c1 do in these assays?
TDP1 cell CPT: 18.4µM*; TDP1 cell noCPT: 23.1µM*; KAT2A inh: -9.4%

What do the screens show for `CCOC(=O)C1CCN(C(=O)C(C)Sc2ccc(Cl)cc2)CC1` (centres undefined)?
TDP1 cell CPT: inconclusive; TDP1 cell noCPT: 3.8%; KAT2A inh: -8.5%

How did CC(=O)Nc1ccc(C(=O)n2nc(C)cc2C)cc1 do in these assays?
TDP1 cell CPT: -18.4%; TDP1 cell noCPT: -13.9%; KAT2A inh: 1.9%

What do the screens show for `Cc1ccccc1/C=N/N=C1/NC(=O)CCS1`?
TDP1 cell CPT: 14.5%; TDP1 cell noCPT: 4.6%; KAT2A inh: 0.8%

What do the screens show for `O=C1C(C=NCc2cccnc2)=C(O)c2ccccc21`?
TDP1 cell CPT: -2.2%; TDP1 cell noCPT: -2.8%; KAT2A inh: -27.6%

How did COCCNC(=O)Nc1ccc2c(c1)N(C)C(=O)c1ccccc1S2 do in these assays?
TDP1 cell CPT: 9.5%; TDP1 cell noCPT: -11.8%; KAT2A inh: -6.5%

How did O=S1(=O)CCN2N=C(C3CC3)SC2=N1 do in these assays?
TDP1 cell CPT: 13.9%; TDP1 cell noCPT: -12.9%; KAT2A inh: -9.5%

How did Cc1c(NC(=O)CSCc2ccc(Cl)cc2Cl)cccc1C(=O)O do in these assays?
TDP1 cell CPT: -1.2%; TDP1 cell noCPT: 0.5%; KAT2A inh: -9.6%

Results for O=C(Nc1ccccc1)c1nc[nH]c1C(=O)NCc1ccccc1 ?
TDP1 cell CPT: inconclusive; TDP1 cell noCPT: inconclusive; KAT2A inh: -1.1%

What do the screens show for `CCOc1ccccc1N1CC(C(=O)N(CC)CC(=O)Nc2ccc3c(c2)OCCO3)CC1=O` (centres undefined)?
TDP1 cell CPT: inconclusive; TDP1 cell noCPT: -28.6%; KAT2A inh: -3.1%

What do the screens show for `C#Cc1ccc([C@@H]2C=C(C(=O)NCc3ccccc3)O[C@H](OCC)[C@H]2CCCO)cc1`?
TDP1 cell CPT: inconclusive; TDP1 cell noCPT: inconclusive; KAT2A inh: -6.0%

How did COc1ccccc1N1CCN(C(=O)c2cc(-c3ccc(F)cc3)[nH]c2C)CC1 do in these assays?
TDP1 cell CPT: inconclusive; TDP1 cell noCPT: inconclusive; KAT2A inh: -5.7%

What do the screens show for `O=C(NCCc1ccc([N+](=O)[O-])cc1)c1ccccc1`?
TDP1 cell CPT: -23.4%; TDP1 cell noCPT: -18.1%; KAT2A inh: -2.6%

Results for O=C(NCc1cccs1)C1CCN(S(=O)(=O)c2ccccc2F)CC1 ?
TDP1 cell CPT: -1.5%; TDP1 cell noCPT: -0.4%; KAT2A inh: -1.8%

What do the screens show for `Cc1ccc(NC(=O)c2ccc(-n3c(C)nnc3C)cc2)cc1F`?
TDP1 cell CPT: -23.3%; TDP1 cell noCPT: -29.8%; KAT2A inh: -4.7%

What do the screens show for `CC(=O)Nc1ccc(CN2C(=O)C(Cc3ccccc3)ON=C2c2cccc(F)c2)cc1` (centres undefined)?
TDP1 cell CPT: inconclusive; TDP1 cell noCPT: inconclusive

How did CCCCN(CC)CCNC(=O)C1CCCN(c2ncnc3onc(C)c23)C1 (centres undefined) do in these assays?
TDP1 cell CPT: -26.2%; TDP1 cell noCPT: -15.6%; KAT2A inh: 1.0%

What do the screens show for `O=C(NCc1ccc2c(c1)OCO2)C1CCC(CNc2c(N3CCCCC3)c(=O)c2=O)CC1` (centres undefined)?
TDP1 cell CPT: 16.4%; TDP1 cell noCPT: -5.0%; KAT2A inh: -5.5%

Results for COc1ccccc1NS(=O)(=O)c1ccc2ccccc2c1 ?
TDP1 cell CPT: -18.8%; TDP1 cell noCPT: -2.8%; KAT2A inh: -5.6%

What do the screens show for `O=C(c1cc2c(=O)n3ccccc3nc2s1)N1CCN(c2cccc(Cl)c2)CC1`?
TDP1 cell CPT: inconclusive; TDP1 cell noCPT: inconclusive; KAT2A inh: -11.0%

How did CCOC(=O)N1CCN(C(c2ccnc3ccccc23)c2nnnn2-c2c(C)cccc2C)CC1 (centres undefined) do in these assays?
TDP1 cell CPT: -13.3%; TDP1 cell noCPT: -23.0%

Results for O=C(c1ccccc1F)N(Cc1ccc(F)cc1)C1CCS(=O)(=O)C1 (centres undefined) ?
TDP1 cell CPT: -2.3%; TDP1 cell noCPT: -2.2%; KAT2A inh: -0.4%

Results for CCC(C(=O)OCC(=O)Nc1cc(Cl)ccc1Cl)c1ccccc1 (centres undefined) ?
TDP1 cell CPT: -23.4%; TDP1 cell noCPT: -24.4%; KAT2A inh: -4.5%

What do the screens show for `Cc1ccc(C)c(NC(=S)NC(C)C(c2ccccc2)N2CCN(C)CC2)c1` (centres undefined)?
TDP1 cell CPT: inconclusive; TDP1 cell noCPT: inconclusive; KAT2A inh: -9.1%

What do the screens show for `CC[N+](C)(C(=O)O)/C(=C\c1ccccc1)c1ccnc2ccccc12` (centres undefined)?
TDP1 cell CPT: inconclusive; TDP1 cell noCPT: inconclusive

How did CNc1ccc(N=Nc2cccc3ncccc23)cc1 do in these assays?
TDP1 cell CPT: inconclusive; TDP1 cell noCPT: inconclusive

Results for CC(C)Cc1cc(C(=O)NCCCN2CCOCC2)no1 ?
TDP1 cell CPT: -1.3%; TDP1 cell noCPT: -7.9%; KAT2A inh: -1.5%

Results for COc1ccccc1N1CCN(CC(=O)c2c(C)[nH]c3cc(C)ccc23)CC1 ?
TDP1 cell CPT: inconclusive; TDP1 cell noCPT: 18.4µM*; KAT2A inh: 4.3%

What do the screens show for `CC(=O)c1ccc2c(c1)C1C=CCC1C(c1cc3c(cc1Br)OCO3)N2` (centres undefined)?
TDP1 cell CPT: 3.66µM*; TDP1 cell noCPT: 4.61µM*; KAT2A inh: -12.5%

What do the screens show for `CC(C)CCSc1nnc(N)s1`?
TDP1 cell CPT: -1.1%; TDP1 cell noCPT: 17.3%; KAT2A inh: -3.1%

How did O/N=C/Cc1[nH]c2ccccc2c1-c1ccccc1 do in these assays?
TDP1 cell CPT: -7.6%; TDP1 cell noCPT: 6.4%; KAT2A inh: -17.2%

Results for CC1CCc2c(sc3nnn(Cc4ccccc4)c(=O)c23)C1 (centres undefined) ?
TDP1 cell CPT: inconclusive; TDP1 cell noCPT: inconclusive; KAT2A inh: -1.6%

What do the screens show for `COc1ccc(Cn2c(SCc3ccc(C(=O)NCc4ccc(C)cc4)cc3)nc3cccnc32)cc1`?
TDP1 cell CPT: inconclusive; TDP1 cell noCPT: inconclusive; KAT2A inh: -5.5%

What do the screens show for `COc1cccc(-c2cc(C(=O)NCC3CCCO3)c3cc(Br)cc(C)c3n2)c1` (centres undefined)?
TDP1 cell CPT: inconclusive; TDP1 cell noCPT: inconclusive; KAT2A inh: -3.8%

What do the screens show for `O=c1c2c([nH]c3ccc(Br)cc13)CCCC2`?
TDP1 cell CPT: 23.1µM*; TDP1 cell noCPT: inconclusive; KAT2A inh: -4.6%

What do the screens show for `Cc1[nH]n(-c2ccccc2)c(=O)c1C(=O)c1cccc(F)c1`?
TDP1 cell CPT: inconclusive; TDP1 cell noCPT: inconclusive; KAT2A inh: -4.6%

Results for Cc1ccc(C2(C)NC(=O)N(CC(=O)NNC(=O)c3ccoc3C)C2=O)cc1 (centres undefined) ?
TDP1 cell CPT: 4.1%; TDP1 cell noCPT: -0.2%; KAT2A inh: 3.2%

Results for Cc1cccc(N2CC(c3nc4ccccc4[nH]3)CC2=O)c1 (centres undefined) ?
TDP1 cell CPT: -13.4%; TDP1 cell noCPT: -8.8%; KAT2A inh: -1.8%

Results for CCN(CC)CCCNC(=O)CN1C(=O)CSc2ccc(S(=O)(=O)N3CCOCC3)cc21 ?
TDP1 cell CPT: 2.7%; TDP1 cell noCPT: 6.8%; KAT2A inh: -1.4%
